Screening data: PubChem BioAssay, several laboratories
L major viab: inhibitors of Leishmania major promastigote growth; 200,000 compounds, 9% hits; Leishmania major promastigotes, resazurin fluorescence viability; inhibition, % at 10 µM; in the data active = inhibition above about 50%;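 note: promastigotes grown with compound for 44 hours at 28 °C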
HMGR II inh: inhibitors of class II HMG-CoA reductase from Enterococcus faecalis; 190,000 compounds, 0.41% hits; inhibition, % at 10 µM; purified E. faecalis HMGR, NADPH absorbance 340 nm kinetic;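 active = inhibition above a set limit, the median over all tested compounds plus 3 SD, cut at about 9.5% in these data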;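 note: enzyme runs in reverse so mevalonate oxidation gives rising NADPH absorbance; 0% = complete reaction with DMSO and 100% = background rate lacking mevalonate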
S1P3 antagonist: antagonists of human S1P3 receptor. CHO S1P3 NFAT-BLA reporter, FRET fluorescence, antagonist mode. inhibition, % at 4.98 µM. 170,000 compounds, 0.27% hits;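 active = inhibition above the plate cutoff, the mean inhibition of test wells on that plate plus 3 SD, cut at about 28% in these data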;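 note: cells challenged with S1P at its EC80 of 0.8 µM; blue over green emission ratio from cleaved BLA substrate after 4 h stimulation; 0% = S1P-stimulated wells and 100% = unstimulated DMSO-only wells; some compounds past the cut are filed as inactive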
Target sequence (Q99500 whole entry, looked up): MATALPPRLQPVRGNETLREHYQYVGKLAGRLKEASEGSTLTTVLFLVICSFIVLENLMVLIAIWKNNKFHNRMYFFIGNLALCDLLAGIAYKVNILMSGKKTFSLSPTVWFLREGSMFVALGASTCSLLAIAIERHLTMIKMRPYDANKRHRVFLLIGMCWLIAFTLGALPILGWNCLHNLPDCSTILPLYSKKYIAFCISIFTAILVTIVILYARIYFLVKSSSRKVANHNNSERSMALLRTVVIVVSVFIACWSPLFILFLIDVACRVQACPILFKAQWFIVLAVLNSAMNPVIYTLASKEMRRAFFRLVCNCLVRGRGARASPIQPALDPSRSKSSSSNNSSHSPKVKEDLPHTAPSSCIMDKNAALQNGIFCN
Redox H2O2 prof: compounds producing H2O2 with reducing agent – biochemical, NIH compound library profiling, artefact control for MLSCN library redox annotation, primary screen; activation, % at 10 µM; DTT-dependent redox cycling H2O2, phenol red/HRP absorbance; 100% = 100 µM peroxide control, 0% = buffer; AID 878; 200,000 compounds, 0.03% hits;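 active = activation of at least 50% relative to the plate's high and low controls in the primary single-dose screen; inactive = activation below 50%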;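 note: compound incubated with DTT at 0.8 mM final as the reducing agent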
RAM inhibit: yeast RAM network inhibition | inhibition, % at 50 µM | 190,000 compounds, 1.8% hits | S. cerevisiae dse1pr::URA3 reporter, 5-FOA growth OD615, 2 d; analog-sensitive cbk1-as2 kinase mutant strain;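 active = inhibition above a set limit, 3 SD over mean compound inhibition, cut at about 8.4% in these data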;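 note: 0% = DMSO-only wells with no growth and 100% = 10 µM 1-NA-PP1 full growth; inhibition rescues growth on 5-FOA so higher OD means more RAM inhibition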
TNAP inh no acc: blocks human TNAP activity with no phosphate acceptor present; P05186; purified TNAP, CDP-star luminescence, 30 min; inhibition, % at 20 µM; 200,000 compounds, 0.26% hits;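 active = tissue-nonspecific alkaline phosphatase inhibition above about 50% at 20 µM in the single-dose screen, limit read from the data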;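 note: 0% = DMSO negative control and 100% = EDTA positive control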
Target sequence (P05186 whole entry, looked up): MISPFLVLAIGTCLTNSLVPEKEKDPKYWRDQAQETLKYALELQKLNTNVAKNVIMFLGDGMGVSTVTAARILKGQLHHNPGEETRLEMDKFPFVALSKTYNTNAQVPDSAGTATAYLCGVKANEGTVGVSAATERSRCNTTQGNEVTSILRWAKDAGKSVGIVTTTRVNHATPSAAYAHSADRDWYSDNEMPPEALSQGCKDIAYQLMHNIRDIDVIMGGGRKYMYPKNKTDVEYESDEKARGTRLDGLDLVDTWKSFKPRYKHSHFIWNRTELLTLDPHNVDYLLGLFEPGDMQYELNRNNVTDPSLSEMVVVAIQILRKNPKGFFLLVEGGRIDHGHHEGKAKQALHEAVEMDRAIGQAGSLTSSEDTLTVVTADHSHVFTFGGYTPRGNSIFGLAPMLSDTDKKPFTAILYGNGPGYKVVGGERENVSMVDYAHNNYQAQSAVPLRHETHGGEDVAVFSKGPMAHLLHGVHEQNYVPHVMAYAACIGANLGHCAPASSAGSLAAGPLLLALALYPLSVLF
Hsp70 activator: Hsp70 transcriptional activation, primary screen; HeLa Hsp70 promoter luciferase reporter, luminescence; scaled: vehicle 0, proteasome-inhibitor control 100%; activation, % at 10 µM; 200,000 compounds, 0.04% hits; AID 1203;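 active = activation above the mean across all tested compounds plus 3 SD, cutoff set per campaign, cut at about 5.5% in these data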;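 note: 100% = MG132 at 30 µM as the positive control and 0% = DMSO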
PMI activator: increases human mannose-6-phosphate isomerase activity; activation factor at 20 µM; 190,000 compounds, 0.005% hits; AID 1214; P34949; purified human PMI, coupled resazurin fluorescence, 20 min; hits give high values; 1 = vehicle control, 0 substrate-free wells;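 active = activation factor of 2 or more at 20 µM, relative to plate controls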
PMI act satM6P: activators of human phosphomannose isomerase at near-saturating mannose 6-phosphate; 190,000 compounds, 0.34% hits; P34949; coupled PMI enzyme assay, resazurin fluorescence, 20 min; hits give high values; 1 = untreated enzyme, 0 = substrate-free blank; activation factor at 20 µM;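 active = activation factor of 2 or more at 20 µM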
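Test system: human phosphomannose isomerase with PGI, G6PDH, diaphorase coupling enzymes; amount: 15 ng/mL PMI; incubation: enzyme reaction with compound 20 min at room temperature; technique: resorufin fluorescence (Ex 544/Em 590 nm) from resazurin via diaphorase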
TNAP inh hi DEA: blocks human TNAP under high phosphate acceptor concentration. purified TNAP, CDP-star luminescence, 1 M DEA. inhibition, % at 20 µM. 200,000 compounds, 0.03% hits. AID 1135;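 active = over 50% inhibition of tissue-nonspecific alkaline phosphatase at 20 µM in the single-dose screen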;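 note: plate controls were DMSO wells for no effect and EDTA-quenched wells as full inhibition for full effect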
Starred values were filed as active, the others as inactive; . = no result given.

structure,L major viab,HMGR II inh,S1P3 antagonist,Redox H2O2 prof,RAM inhibit,TNAP inh no acc,Hsp70 activator,PMI activator,PMI act satM6P,TNAP inh hi DEA
CCC(C)C(NC(N)=O)C(=O)NC1CCC(C)CC1 (stereo unspecified),-4,-4,6,-0.4,0.5,-4,-0.4,1.1,1.1,-7
Cc1ccccc1C(=O)NC(C)c1ccc2c(c1)CCCC2 (stereo unspecified),11,-3,.,2.5,-1.4,-6,-0.4,0.9,0.6,-3
CCN1C(=O)CC(N2CCC(Nc3ccc(OC)cc3)CC2)C1=O (stereo unspecified),-4,0,4,-2.0,1.5,-14,-0.2,0.7,0.7,-6
Cc1ccc(-c2csc(N(Cc3ccccc3)C(=O)COc3ccccc3)n2)cc1,5,-5,.,-2.9,2.3,-5,-0.3,1,1,2
O=C(CN1CCc2ccccc2C1)Nc1cc(S(=O)(=O)N2CCOCC2)ccc1N1CCOCC1,11,-1,-2,-0.5,2.0,1,-0.5,1.1,1,0
CC(Oc1ccc(F)cc1)C(O)CCN(C)C (stereo unspecified),-4,-1,3,-0.5,1.0,-13,-0.3,0.9,0.9,-5
O=c1[nH]c(=S)[nH]c2sccc12,-13,-4,0,-2.2,-1.0,-12,-0.2,1.1,1.4,-8
CCc1nnc(NC(=O)[C@@H](NC(=O)c2cccc(S(=O)(=O)N(CC)CC)c2)C(C)C)s1,-11,-7,.,-0.1,2.6,-7,-0.2,1,1.1,-5
O=C(Cn1ncc2ccccc21)N1CCN(c2cccc(C(F)(F)F)c2)CC1,-6,18*,-11,-3.8,4.0,-3,-0.1,1,1,0
CCCCNC(=O)Nc1nnc(SCC(=O)OCC)s1,-1,-2,-14,-1.4,2.7,-6,-0.1,0.8,0.9,-1
CCOC(=O)c1cnc2c(C)cccc2c1NCc1ccco1,56*,-3,.,0.4,0.1,-3,0.0,0.8,0.9,0
O=C(NCc1ccc(F)cc1)C1(c2cccs2)CCOCC1,-2,3,-7,0.0,0.0,-18,-0.3,0.9,1,-2
CCc1cc2c(=O)c(-c3nc4ccccc4n3C)coc2c(CN2CCOCC2)c1O,-2,-3,4,0.3,0.5,2,0.1,0.8,0.9,-2
CC(C)COP(=O)(OCC(C)C)C(Nc1ccccc1)c1ccc2c(c1)OCO2 (stereo unspecified),4,-5,.,-5.3,2.0,-7,-0.3,0.8,0.9,-4
O=S(=O)(NCC1CCCO1)c1ccc2oc3ccc(S(=O)(=O)NCC4CCCO4)cc3c2c1 (stereo unspecified),3,0,-6,0.2,1.2,-3,-0.3,1,1,-7
Nc1c(C(=O)Nc2ccc3c(c2)OCCO3)nnn1CCc1ccccc1,21,1,-18,-2.7,1.7,-20,0.1,1,0.9,-7
Cc1ccc(/C=C/C(=O)NC(C)c2ccccc2)cc1 (stereo unspecified),48,-1,-8,0.1,2.9,-8,-0.4,1,1,-5
CCC(CC)C(=O)NCCc1cc2c(C)ccc(C)c2[nH]c1=O,-5,-6,-5,-0.1,1.0,-8,0.0,0.9,1,-2
Cc1cc2c(=O)n(CC(=O)N3CCN(c4ccccc4)CC3)cnc2s1,-4,-2,1,2.0,2.8,-10,-0.2,1,1,-5
NC(=O)c1ccsc1NC(=O)COC(=O)CSc1ccc(Cl)cc1,8,-1,3,-0.6,-0.7,-9,-0.2,0.8,0.9,-7
Cc1nc(CS(=O)(=O)c2ccc(Cl)cc2)cc(Sc2ccccc2Cl)n1,2,-6,.,1.6,0.2,-8,-0.3,0.8,0.8,-2
O=C(O)c1[nH]c2ccc(Cl)cc2c1CC(=O)N1CCN(c2ccccc2)CC1,-14,-1,-12,1.0,11*,10,0.2,1,1,-5
CCn1c(Cc2ccccc2)nnc1SCC(=O)OC(C)C,-10,2,-33,3.0,1.9,18,-0.2,1.1,1,-3
CC1CCCN(Cc2csc(N)n2)C1 (stereo unspecified),-7,-7,1,0.0,0.5,-14,-0.2,1,1,-6
CN(CC(N)=O)S(=O)(=O)c1ccc(F)cc1,-4,-2,.,1.5,1.6,-6,-0.1,1,1,-7
CC1CCc2c(sc(NC(=O)c3ccc(Cn4cc(Br)cn4)o3)c2C(N)=O)C1 (stereo unspecified),2,8,36,1.4,4.3,-7,-0.3,0.8,0.8,1
COc1ccc(S(=O)(=O)N(C)C)cc1NCC(=O)Nc1ccc(F)cc1F,-3,2,-4,-0.3,2.3,-6,-0.3,1,1,5
Cc1cccc(C)c1NC(=S)N/N=C/c1ccc(OCCC(C)C)cc1,29,3,.,0.6,3.4,-3,-0.2,0.9,0.9,-1
CCCCNC(=O)c1onc(CSc2cccc3ccccc23)c1C(=O)O,-9,0,.,17,-0.4,-8,0.4,1,1,1
Cc1cc(C(=O)COC(=O)c2ccc3c(c2)NC(=O)CS3)c(C)n1CCc1ccc(Cl)cc1,-5,5,2,-1.9,4.2,-5,-0.1,0.9,0.9,0
CC(NC(=O)c1cc2ccccc2o1)c1cccs1 (stereo unspecified),-8,3,.,2.3,0.8,-8,-0.2,0.9,0.9,-3
CCC(CC)C(=O)OCC(=O)Nc1cc(OC)c([N+](=O)[O-])cc1C,4,-1,6,-0.6,1.0,-7,-0.1,0.8,1,2

Another view of some results above:
Below each compound – L major viab, HMGR II inh, S1P3 antagonist, Redox H2O2 prof, RAM inhibit, TNAP inh no acc, Hsp70 activator, PMI activator, PMI act satM6P, TNAP inh hi DEA
CN(CC(N)=O)S(=O)(=O)c1ccc(F)cc1
  -4, -2, ., 1.5, 1.6, -6, -0.1, 1, 1, -7
CC1CCc2c(sc(NC(=O)c3ccc(Cn4cc(Br)cn4)o3)c2C(N)=O)C1 (stereo unspecified)
  2, 8, 36, 1.4, 4.3, -7, -0.3, 0.8, 0.8, 1
COc1ccc(S(=O)(=O)N(C)C)cc1NCC(=O)Nc1ccc(F)cc1F
  -3, 2, -4, -0.3, 2.3, -6, -0.3, 1, 1, 5
Cc1cccc(C)c1NC(=S)N/N=C/c1ccc(OCCC(C)C)cc1
  29, 3, ., 0.6, 3.4, -3, -0.2, 0.9, 0.9, -1
CCCCNC(=O)c1onc(CSc2cccc3ccccc23)c1C(=O)O
  -9, 0, ., 17, -0.4, -8, 0.4, 1, 1, 1
Cc1cc(C(=O)COC(=O)c2ccc3c(c2)NC(=O)CS3)c(C)n1CCc1ccc(Cl)cc1
  -5, 5, 2, -1.9, 4.2, -5, -0.1, 0.9, 0.9, 0

Later entries:
structure,L major viab,HMGR II inh,S1P3 antagonist,Redox H2O2 prof,RAM inhibit,TNAP inh no acc,Hsp70 activator,PMI activator,PMI act satM6P,TNAP inh hi DEA
CCOC(=O)c1c(C)nc2c(c1C)/C(=N/O)CC(C)(C)C2,1,0,11,-0.4,1.6,-11,-0.2,0.9,0.9,-6
Cc1ccc(C(C(=O)NC2CCCC2)N(Cc2ccc(F)cc2)C(=O)c2csnn2)o1 (stereo unspecified),1,1,-42,-13,7.3,0,-0.4,0.9,0.9,-1
O=C(NCc1nc2ccccc2[nH]1)c1ccco1,-9,-4,-17,-0.6,0.0,-11,0.2,0.8,0.9,-2
COC(=O)c1ccc(C(C(=O)NCc2ccccc2)N(Cc2ccco2)C(=O)c2cnccn2)cc1 (stereo unspecified),13,-6,-6,-0.2,2.1,-12,0.0,1,1,-7
Cc1cccc(CSCCNC(=O)c2ccc(N(C)S(=O)(=O)c3ccccc3)cc2)c1,1,-2,.,-1.3,18*,-13,0.7,0.8,0.8,-10
O=c1c(C/C=C/c2ccccc2)c(O)nc2n1CCCS2,-8,1,-21,0.8,3.5,-12,-0.3,1,0.9,-12
CCN(Cc1ccccc1)S(=O)(=O)c1cc(C(=O)NCC2CCCCC2)ccc1OC,98*,-2,18,1.6,4.9,-6,-0.3,0.8,0.9,-6
O=S(=O)(Nc1ccc(N2CCOCC2)cc1)c1ccc(F)cc1,-2,-7,-8,-0.4,3.5,-7,-0.1,0.9,0.8,-5
COc1ccc(C(=O)N2CCC(=O)N(C(CO)Cc3ccccc3)CC2)cc1 (stereo unspecified),-3,-6,3,0.4,1.1,-6,-0.2,1,1.1,0
CSc1nc(N)nc(SCCS(=O)(=O)c2ccc(Cl)cc2)c1C#N,-1,-5,1,1.4,7.2,0,-0.2,0.9,0.8,1
Nc1ncnc(Oc2cccc(C(F)(F)F)c2)c1[N+](=O)[O-],-1,4,12,-0.1,0.9,-11,-0.1,1,1,-4
CCCc1nnc(NC(=O)CN2CCOCC2)s1,-3,1,8,-0.5,1.4,2,-0.1,1,0.9,-10
COc1ccc(-n2cnnc2SCC(=O)NC2CCCc3ccccc32)cc1 (stereo unspecified),69*,-8,-16,7.5,-1.1,5,-0.3,1,0.9,-7
CCOc1ccccc1C(=O)Nc1nnc(C(C)C)s1,14,3,-10,-2.4,0.5,-14,0.2,0.8,0.9,-5
O=c1c2ccccc2nc2sc3ccccc3n12,4,0,-16,1.9,5.2,-8,0.6,1,1,-4
CCOC(=O)c1c(NC(=O)c2cccs2)sc2c1CCC2,.,.,-5,.,.,-15,.,0.9,0.9,-7
CCN(CC)S(=O)(=O)c1ccc(C)c(NC(=O)CNCCN(C(C)C)C(C)C)c1,-5,-3,-10,-0.4,0.5,-7,-0.5,1.1,1.1,-4
COc1ccc(C(=O)c2ccc(Cl)c([N+](=O)[O-])c2)cc1,80*,-7,-3,0.2,2.4,-4,-0.3,0.9,0.8,-2
